Compound activity deposited in PubChem BioAssay by several laboratories.
Diaphorase act: compounds boosting diaphorase resazurin reduction – biochemical, uHTS, resorufin fluorescence, counter-screen for diaphorase-coupled primary assays, primary screen; Diaphorase/resazurin coupled assay, 16 min; active compounds read high; 1 = vehicle wells, 0 = NADH-free wells; activation factor at 20 µM; hit rate 0.005% among 190,000; AID 1229, 2008;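 active = diaphorase activity raised at least twofold by the compound at 20 µM; inactive = activation factor below 2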
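Material: purified diaphorase enzyme from Clostridium kluyveri / Medium: HEPES pH 7.4 buffer with MgCl2 and Tween 20 / Schedule: enzyme reaction of 16 min at room temperature / Measured by: resorufin fluorescence, excitation 544 nm, emission 590 nm / Evaluation: rise in resorufin formation, marking diaphorase activation or chemical reduction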
PMI activator: activators of human PMI, primary screen, biochemical, fluorescence intensity, near-Km mannose 6-phosphate; purified human PMI, coupled resazurin fluorescence, 20 min; active compounds read high; 1 = vehicle control, 0 substrate-free wells; activation factor at 20 µM; hit rate 0.005% among 190,000;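 active = activation factor of 2 or more at 20 µM, relative to plate controls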
Target sequence (P34949 whole entry, looked up): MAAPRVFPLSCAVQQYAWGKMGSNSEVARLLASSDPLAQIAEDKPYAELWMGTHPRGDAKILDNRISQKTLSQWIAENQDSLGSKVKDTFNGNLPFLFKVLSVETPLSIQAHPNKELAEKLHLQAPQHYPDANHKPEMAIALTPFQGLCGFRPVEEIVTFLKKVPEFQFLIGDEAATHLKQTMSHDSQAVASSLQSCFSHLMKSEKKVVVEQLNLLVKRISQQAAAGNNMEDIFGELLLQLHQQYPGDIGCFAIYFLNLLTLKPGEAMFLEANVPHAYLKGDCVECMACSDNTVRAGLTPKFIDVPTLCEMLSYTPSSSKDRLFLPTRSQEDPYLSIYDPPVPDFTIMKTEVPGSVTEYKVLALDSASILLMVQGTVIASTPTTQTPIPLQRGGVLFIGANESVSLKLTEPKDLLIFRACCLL
TNAP inh hi DEA: human TNAP enzyme inhibitors, primary screen, biochemical, luminescent, high phosphate acceptor level, uHTS | Alkaline phosphatase, tissue-nonspecific isozyme (Homo sapiens), P05186 | purified TNAP, CDP-star luminescence, 1 M DEA | inhibition, % at 20 µM | hit rate 0.03% among 200,000;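 active = over 50% inhibition of tissue-nonspecific alkaline phosphatase at 20 µM in the single-dose screen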;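 also: plate controls were DMSO wells for no effect and EDTA-quenched wells as full inhibition for full effect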
Target sequence (P05186 whole entry, looked up): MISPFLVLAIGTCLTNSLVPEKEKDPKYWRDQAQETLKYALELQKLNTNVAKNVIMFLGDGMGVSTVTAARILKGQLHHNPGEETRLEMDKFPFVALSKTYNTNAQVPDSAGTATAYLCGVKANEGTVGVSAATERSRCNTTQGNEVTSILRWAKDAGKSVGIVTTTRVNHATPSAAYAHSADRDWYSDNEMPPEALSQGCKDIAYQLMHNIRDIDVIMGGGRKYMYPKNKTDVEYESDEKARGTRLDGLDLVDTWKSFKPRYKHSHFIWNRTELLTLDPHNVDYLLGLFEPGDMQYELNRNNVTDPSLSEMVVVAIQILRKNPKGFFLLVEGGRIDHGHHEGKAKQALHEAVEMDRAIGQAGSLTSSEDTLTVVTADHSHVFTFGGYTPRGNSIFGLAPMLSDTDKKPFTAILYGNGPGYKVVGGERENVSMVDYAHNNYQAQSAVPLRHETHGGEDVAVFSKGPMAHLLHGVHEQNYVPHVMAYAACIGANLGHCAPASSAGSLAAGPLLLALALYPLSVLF
L major viab: Leishmania major promastigote growth inhibition, primary screen; inhibition, % at 10 µM; hit rate 9% among 200,000; Leishmania major promastigotes, resazurin fluorescence viability; AID 1063, 2008; in the data active = inhibition above about 50%;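 also: promastigotes grown with compound for 44 hours at 28 °C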
bIAP act: bovine intestinal alkaline phosphatase activators, primary screen, biochemical, bovine IAP, CDP-star luminescence; purified bovine IAP, 30 min; active compounds read high; fold of DMSO-control signal, blank-subtracted; activation factor at 20 µM; hit rate 0.17% among 200,000; AID 1016, 2008;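 active = activation factor of 2 or more at 20 µM, a signal rise over negative controls twice the positive control's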
TNAP inh no acc: human TNAP enzyme inhibitors, primary screen, biochemical, luminescent, no phosphate acceptor, uHTS; Alkaline phosphatase, tissue-nonspecific isozyme (Homo sapiens), P05186; inhibition, % at 20 µM; purified TNAP, CDP-star luminescence, 30 min; AID 1012, 2008; hit rate 0.26% among 200,000;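 active = tissue-nonspecific alkaline phosphatase inhibition above about 50% at 20 µM in the single-dose screen, limit read from the data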;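 also: 0% = DMSO negative control and 100% = EDTA positive control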
Diaphorase inh: diaphorase inhibitors and chemical oxidizers, primary screen, counter-screen for diaphorase-coupled primary assays, biochemical, uHTS, resorufin fluorescence; diaphorase resazurin-to-resorufin fluorescence, NADH, 16 min; bacterial (C. kluyveri) enzyme, not human; hit rate 0.69% among 190,000; AID 1217, 2008; inhibition, % at 20 µM;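 active = primary screen inhibition at 20 µM above a set limit, cut at about 50% in these data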;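 also: plate controls were DMSO with full reaction for no effect and wells lacking NADH for full effect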
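System: Diaphorase enzyme from Clostridium kluyveri | Amount: Enzyme working solution with 0.14 U/mL diaphorase | Benchmarks: No-NADH positive control and DMSO neutral control | Signal: Fluorescence of resorufin formed from resazurin, Ex 544/Em 590 nm | Schedule: 16-min room-temperature incubation before reading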
bIAP inh: bovine intestinal alkaline phosphatase inhibitors, primary screen, selectivity assay for TNAP inhibitor project, biochemical, bovine IAP, CDP-star luminescence. purified bovine IAP, 30 min. alkaline phosphatase, intestinal [Bos taurus]. 190,000 tested, under 10 active. inhibition, % at 20 µM;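 active = over 50% inhibition of intestinal alkaline phosphatase at 20 µM in the single-dose screen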
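Assay system: bovine IAP enzyme; medium: DEA buffer 100 mM, pH 9.8, with MgCl2 1.0 mM, ZnCl2 0.02 mM; doses: 20 µM single dose; incubation: enzyme reaction for 30 min at room temperature; detection: CDP-star luminescence signal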
PMI act hi M6P: human PMI activators, high substrate, primary screen, biochemical, fluorescence intensity, near-saturating mannose 6-phosphate; hit rate 0.34% among 190,000; coupled PMI enzyme assay, resazurin fluorescence, 20 min; active compounds read high; 1 = untreated enzyme, 0 = substrate-free blank; activation factor at 20 µM; Mannose-6-phosphate isomerase (Homo sapiens), P34949;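 active = activation factor of 2 or more at 20 µM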
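Test system: human PMI in coupled enzyme assay; Input: PMI at 15 ng/mL final; Medium: HEPES buffer, pH 7.4; Schedule: 20 min incubation at room temperature; Technique: resorufin fluorescence at Ex 544/Em 590 nm; Compound: 20 µM single dose; Probe or stimulus: Near-saturating mannose-6-phosphate, 1.0 mM.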
TNAP act hiacc: TNAP activators at high phosphate acceptor level, primary screen, biochemical, luminescence, uHTS. Alkaline phosphatase, tissue-nonspecific isozyme (Homo sapiens), P05186. purified TNAP, CDP-star luminescence, 1 M DEA, 30 min; active compounds read high; 0 = EDTA background, 1 = DMSO-only activity. activation factor at 20 µM. 200,000 tested, under 10 active. AID 1136, 2008;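 active = activation factor at least 2 at 20 µM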
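Measured by: Luminescent substrate turnover signal | Test system: Human TNAP | Input: TNAP 1/800 final | Dosing: 20 µM single point | Schedule: 30 min, room temperature | Controls: EDTA wells as negative control, DMSO wells as positive control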
Active calls of the source: *; . = no result given.

SMILES,Diaphorase act,PMI activator,TNAP inh hi DEA,L major viab,bIAP act,TNAP inh no acc,Diaphorase inh,bIAP inh,PMI act hi M6P,TNAP act hiacc
COc1ccc(C(C#N)N2CCC(c3ccccc3)=N2)cc1OC (configuration not stated),1,1,-3,-6,1,-6,0,-3,1.1,1
O=C(NNC(=S)NCc1ccco1)c1cccs1,1,0.9,5,-1,0.8,-88,-4,16,0.9,0.9
CC(=NCc1cccc(Cl)c1)c1nc(-c2ccco2)oc1O,0.9,1,-3,26,0.9,-6,8,15,1,1
Cc1ccc(S(=O)(=O)Nc2cnc3ccccc3c2)cc1,0.9,1,3,0,1,18,13,-4,0.9,1
CC1CCN(CCCNC(=O)c2coc3nc4ccccc4nc23)CC1,0.9,1,-6,-4,1.1,4,7,-8,0.9,1.1
CCN(Cc1ccccc1)C(=O)Cn1c(=O)n(CC(=O)NCc2ccco2)c(=O)c2sccc21,0.9,1,-6,-6,0.9,-10,11,6,1,1.1
O=Cc1ccc(OCc2nnsc2Cl)cc1,1,1.1,-2,-2,1,-14,-1,-2,1,1
On1c(-c2ccc(Cl)cc2)nc2ccccc21,1,1,-1,-2,1.2,2,-5,-19,0.8,1
CC(Oc1ccccc1)c1ccnn1S(=O)(=O)c1ccccc1 (configuration not stated),0.8,0.9,-7,-5,0.8,-6,20,19,1,1.1
Cc1cc(N2CCN(c3ccccn3)CC2)n2c(nc3ccccc32)c1C#N,0.8,1.1,-13,0,1,-26,20,-2,1,1.1
Cn1nc([N+](=O)[O-])nc1Oc1ccc(C(C)(C)C)cc1,0.9,1,3,22,1.4,-9,10,-42,1,1
Cn1cc(C=O)c2cc(S(=O)(=O)N3CCOCC3)ccc21,0.9,1,1,-6,1,11,6,-3,0.9,1
CC1CCCC(NC(=O)C2CCN(S(=O)(=O)N3CCOCC3)CC2)C1C (configuration not stated),0.9,1.1,-4,-2,1.1,-12,10,-11,1.1,1
Cc1nnc(SCC(=O)N2CCCc3ccccc32)[nH]c1=O,0.9,1,1,-4,1,-19,5,5,1,1
CCOC(=O)C1=C(C)N(CCCC(=O)NCc2ccc3c(c2)OCO3)C(=O)NC1c1ccc(Br)cc1 (configuration not stated),1,1.1,0,-2,1,-6,2,-4,1,1

Reprinted from above, 2 compounds:
SMILES,Diaphorase act,PMI activator,TNAP inh hi DEA,L major viab,bIAP act,TNAP inh no acc,Diaphorase inh,bIAP inh,PMI act hi M6P,TNAP act hiacc
O=C(NNC(=S)NCc1ccco1)c1cccs1,1,0.9,5,-1,0.8,-88,-4,16,0.9,0.9
CC(=NCc1cccc(Cl)c1)c1nc(-c2ccco2)oc1O,0.9,1,-3,26,0.9,-6,8,15,1,1

Going on with the list:
SMILES,Diaphorase act,PMI activator,TNAP inh hi DEA,L major viab,bIAP act,TNAP inh no acc,Diaphorase inh,bIAP inh,PMI act hi M6P,TNAP act hiacc
COc1ccc(CNC(=O)C2CCN(c3nc(OC)nc(OC)n3)CC2)cc1,1,1,-3,-4,1,-11,4,-3,1,1
O=C1COc2ccc(-c3csc(=Nc4ccc(OC(F)F)cc4)n3CC3CCCO3)cc2N1 (configuration not stated),0.9,0.9,-4,99*,1,-7,13,-2,1,1
COc1ccc(C(=O)CSc2n[nH]c(=O)[nH]c2=O)cc1,0.9,0.9,-6,-3,0.7,-11,11,26,0.9,1.1
COc1ccc(C(=O)N2CCOC2CNC(=O)C(=O)NCc2ccco2)cc1 (configuration not stated),0.9,1,0,-10,1.1,4,8,-6,0.9,1
CCCCN(c1ccccc1)c1ncnc(N)c1[N+](=O)[O-],0.9,1,5,-4,1,1,9,-4,1,0.9
CCC1=NN(C(=O)C(=O)Nc2ccc(Br)cc2)C(O)(C(F)(F)F)C1 (configuration not stated),1,1.2,3,-4,1.2,-12,-2,-22,1.2,1
CCOc1ccc(CCNC(=O)CCCN2C(=O)c3ccccc3C2=O)cc1OCC,0.9,1,-4,-1,0.9,-10,6,7,1,1
COC(=O)c1ccc(-c2ccc(/C=N/NC(=O)CC3(C)OCCCO3)o2)cc1,.,.,-9,40,1,-4,.,4,.,1.1
OCC(O)/C=N/Nc1nc(N2CCCCC2)nc(N2CCCCC2)n1 (configuration not stated),1,1.1,0,-14,0.9,1,-4,8,1.1,1
Cc1sc(NC(=O)C2CCCCC2C(=O)O)c(C(N)=O)c1-c1ccc(C(C)C)cc1 (configuration not stated),1,1,0,-9,1,-3,4,1,1,1
CC(=O)Nc1ccc(-n2c(C)nc(=O)c(-c3ccccc3)c2C)cc1,1.1,1,-7,-7,1,-11,-8,-3,0.9,1.1
Cc1ccc(NC(=O)C(CC(C)C)NC(N)=O)cc1 (configuration not stated),0.9,1.1,-4,-6,0.9,-10,5,8,1.1,1
C=CCOC(=O)C1=C(C)Nc2nnnn2C1c1cccc(OC)c1OC (configuration not stated),0.9,0.9,1,1,0.9,-7,10,7,0.9,1
CC1CCCC(C)N1NC(=O)c1ccc(Cl)c(S(N)(=O)=O)c1 (configuration not stated),0.9,1.1,-1,-2,0.7,-11,8,31,1.1,1
CC1/C(=N/O)CC(c2ccco2)NC1c1ccco1 (configuration not stated),1,1.1,-4,-5,1.1,7,0,-5,1.2,1

Copied from the list:
Reading for CC1CCCC(NC(=O)C2CCN(S(=O)(=O)N3CCOCC3)CC2)C1C (configuration not stated) in TNAP inh hi DEA: -4
Reading for CC(Oc1ccccc1)c1ccnn1S(=O)(=O)c1ccccc1 (configuration not stated) in Diaphorase inh: 20
Reading for CC1CCCC(C)N1NC(=O)c1ccc(Cl)c(S(N)(=O)=O)c1 (configuration not stated) in bIAP inh: 31
Reading for On1c(-c2ccc(Cl)cc2)nc2ccccc21 in TNAP act hiacc: 1

Other records
SMILES,Diaphorase act,PMI activator,TNAP inh hi DEA,L major viab,bIAP act,TNAP inh no acc,Diaphorase inh,bIAP inh,PMI act hi M6P,TNAP act hiacc
Cc1cccc2cc(COC(=O)COc3ccccc3)c(=O)[nH]c12,0.9,0.9,-4,-3,1,-5,5,0,0.9,1
CCCS(=O)(=O)c1c(S(=O)(=O)CCC)c2cnccn2c1C(=O)c1ccc(CC)cc1,1,1,-4,17,1,-6,3,4,1,1
Cc1ccsc1-c1nc(CN(C)C(C2CC2)C2CC2)c(C)o1,1,0.9,-3,37,1.1,-9,5,-6,1,1
CCOc1ccccc1NC(=O)Nc1cc(OC)ccc1OC,0.9,0.9,0,-4,0.9,-13,9,5,0.9,1
O=C(CSc1nc2ccccc2o1)N1CCN(C(=O)c2ccco2)CC1,0.9,1.1,0,1,1,-4,10,3,1.1,1
CC(=O)NC1=NN(C(C)=O)C(c2cccs2)S1 (configuration not stated),0.9,1,-7,-7,0.9,-15,12,14,1,1.1
CC(=O)NC(c1ccc(Cl)cc1)c1c(O)ccc2ccc(O)cc12 (configuration not stated),0.7,0.7,-5,44,0.9,-7,26,12,0.3,1.1
Cc1ccc(C(=O)c2ccccc2C(=O)O)cc1C,1,1.1,-2,-6,1.1,-9,4,-9,1.1,1
O=S(=O)(Nn1cnnc1)c1ccccc1Cl,0.9,1,2,-8,1,-8,12,-4,1,1
C#CCOCCOCCOCCNc1nc(N2CCOCC2)nc(N2CCN(C(=O)[C@H](Cc3cc4ccccc4[nH]3)n3cc([C@@H](N)C(C)CC)nn3)CC2)n1 (some centres not stated),1,1.2,-7,-6,1.2,-5,3,-20,1.2,1.1
O=C(CCN1CCCCC1)Nc1ccc(Br)cc1,1.1,1.1,-5,-5,0.9,-8,-10,8,1.1,1
CCOC(=O)c1c(C)[nH]c(C(=O)O)c1C,0.9,0.9,-4,-4,1,-20,10,-5,1,1
COCCNc1nc(N)c([N+](=O)[O-])c(NCCO)n1,1,0.9,-4,0,1,-11,1,4,1,1
COCCn1c(SCC(=O)N2CCCc3ccccc32)nc2ccccc2c1=O,1,1,-7,24,1.2,-12,0,-17,1,1.1
COc1ccc(CCNC(=O)C2(C)CCC(=O)N2Cc2ccc3c(c2)OCO3)cc1OC (configuration not stated),1,0.9,-1,-7,1.1,-8,4,-11,0.9,1
O=C(CSc1nc2scc(-c3ccco3)c2c(=O)n1-c1ccccc1)NCC1CCCO1 (configuration not stated),0.8,1,0,-2,1,-1,25,2,1.1,1

Compounds were not picked by outcome; overall some 10% were active at least once.
